AID inhibitor = activation induced cytidine deaminase inhibition; Potency, µM (top dose mostly 115 µM), inactives show at the top dose activity change, negative = inhibition, usual class: inhibitors; 0.32% of 91,000 active; Q9GZX7; AID deamination FRET fluorescence, UDG-coupled, 4 h; also: nearly all actives have a fitted effect of over 25% in size
Target sequence (Q9GZX7 whole entry, looked up): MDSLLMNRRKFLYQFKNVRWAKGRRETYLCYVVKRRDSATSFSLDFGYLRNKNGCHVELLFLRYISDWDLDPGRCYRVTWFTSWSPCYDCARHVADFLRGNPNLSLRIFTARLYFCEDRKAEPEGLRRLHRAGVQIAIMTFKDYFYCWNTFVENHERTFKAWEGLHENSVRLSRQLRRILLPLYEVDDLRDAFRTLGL
UDG counter = blocks uracil-DNA glycosylase in AID counter-screen. FRET deamination/UDG coupled assay, UDG read, 4 h. Potency, µM (series often up to 115 µM), inactives show top-dose activity change, negative = inhibition, most hits filed as inhibitors. 0.14% of 91,000 active. AID 1347430; also: nearly all actives have a fitted effect of over 65% in size
* = called active by the depositor; & = joins results of further samples; [ ] = another dose, or the depositor's remark. Calls follow the shape of the dose curve; as a rule, active = well fitted curve in the direction sought with a large enough effect; inconclusive = small, poorly fitted or top-dose-only effect, or another doubt; inactive = no such curve, though single readings can be large; an effect the other way counts as inactive or inconclusive. % is scaled to controls: 0 for no effect and ±100 for the full control effect; potency is read from the fitted curve at half-maximal effect.

O=C(CCC(=O)OCc1ccccc1Cl)Nc1ccc2c(c1)oc1ccccc12 was read as AID inhibitor 2% and UDG counter 5%.
Cc1cccc(OCC(=O)Nc2ccc(O)c(-c3nc4ccccc4o3)c2)c1 was read as AID inhibitor -13% and UDG counter -8%.
Screening COc1ccc(-c2cc3ccc(OS(C)(=O)=O)cc3oc2=O)cc1OC returned AID inhibitor -3% and UDG counter -1%.
Screening Cc1c(C)c2cc3c(c(C)c2oc1=O)OCN(CCc1ccc(F)cc1)C3 returned AID inhibitor 16% and UDG counter 3%.
For Cc1cccc(-c2nnc(SCC(=O)N3CCCCC3)o2)c1 the results were AID inhibitor -3% and UDG counter 7%.
For Cc1cccc(CS(=O)(=O)c2ncc(Cl)c(C(=O)NCc3ccccc3)n2)c1 the results were AID inhibitor -21% and UDG counter -1%.
For c1ccc2c(c1)CCCC2NCc1cccc2ccccc12 (configuration not stated) the results were AID inhibitor 5% and UDG counter 6%.
Screening COc1ccc(CNC(=O)c2cc3c(=O)[nH]c4ccccc4c3n2C)c(OC)c1 returned AID inhibitor inconclusive and UDG counter 3%.
`O=C(c1cccc(S(=O)(=O)Nc2cc(C(F)(F)F)ccc2Cl)c1)N1CCCC1` gave AID inhibitor -2% and UDG counter -2%.
`CC(C)Cn1c(CCNC(=O)c2ccco2)nc2ccccc21` gave AID inhibitor -2% and UDG counter 4%.
For CCOc1ccccc1/C=C1\NC(=O)NC1=O the results were AID inhibitor 0% and UDG counter 1%.
`CSc1ccccc1NC(=O)c1ccc(C)s1` gave AID inhibitor -1% and UDG counter 3%.
Cc1c(Cl)cccc1NC(=O)c1noc2c1CCCC2 was read as AID inhibitor -6% and UDG counter 0%.
For COc1cc(Cl)c(C)cc1NC(=O)c1cc(S(=O)(=O)N2CCCC2)ccc1F the results were AID inhibitor 13% and UDG counter 5%.
`CCCCOc1ccc(-c2csc(-c3nc(-c4ccc(F)cc4)cs3)n2)cc1` gave AID inhibitor -2% and UDG counter -6%.
COCCn1c(CCC(=O)Nc2ccc(C)cc2)nc2c1c(=O)[nH]c(=O)n2CC(C)C was read as AID inhibitor 48% and UDG counter -7%.
Screening CC(=O)c1cccc(NC(=O)C2(c3cccc(Br)c3)CCCC2)c1 returned AID inhibitor -7% and UDG counter 1%.
Screening Clc1cccc(CNCCCSc2nnnn2-c2ccccc2)c1 returned AID inhibitor -5% and UDG counter -2%.
`CCCNC(=O)c1ccc(Cl)nc1` gave AID inhibitor -4% and UDG counter -5%.
Screening CC(=O)N1CCOc2cc(S(=O)(=O)NCc3ccccc3Cl)c(C)cc21 returned AID inhibitor 2% and UDG counter 6%.
For O=C(CN1c2ccccc2S(=O)(=O)c2ccccc21)Nc1cccc(C(F)(F)F)c1 the results were AID inhibitor -8% and UDG counter inconclusive.
Screening O=C1C(SCCO)=C(SCCO)C(=O)c2ccccc21 returned AID inhibitor 11µM* and UDG counter -10%.
`c1cc(-c2nc(-c3ccc4c(c3)OCCCO4)cs2)cs1` gave AID inhibitor -11% and UDG counter 5%.
CC(C)=CCN1CCN(Cc2ccccn2)CC1 was read as AID inhibitor 2% and UDG counter -13%.
For O=C(CSc1nnc(-c2ccco2)n1C1CCCCC1)N1CCN(c2ncccn2)CC1 the results were AID inhibitor 0% and UDG counter 6%.
`COc1ccc(CNS(=O)(=O)c2ccc(N3CCCCS3(=O)=O)cc2)cc1` gave AID inhibitor -3% and UDG counter 4%.
Screening Cc1cccc(-c2nc3n(CC(=O)N4CCCCCC4)c(C)cc(=O)n3n2)c1 returned AID inhibitor -8% and UDG counter -3%.
O=C(NC1CCCCC1)C1CCCc2ccccc21 (configuration not stated) was read as AID inhibitor 0% and UDG counter -10%.
Screening COCCNC(=O)c1nn(-c2ccc(C)cc2)c(=O)n(C)c1=O returned AID inhibitor -13% and UDG counter -5%.
C/C(=N\O)c1cc2cc(Br)ccc2oc1=O was read as AID inhibitor -4% and UDG counter -11%.
CCC1CCCCN1CCCNC(=O)c1c(O)nc2cc(C)ccn2c1=O (configuration not stated) was read as AID inhibitor 9% and UDG counter -1%.
`Cc1cccc(-n2c(SCC(N)=O)nc3c(oc4ccccc43)c2=O)c1` gave AID inhibitor -21% and UDG counter -6%.
CCCCCNC(=O)CCCC(=O)NCCCCC was read as AID inhibitor -3% and UDG counter 1%.
COc1ccc(CCNC(=O)CCCCn2c(=O)c3ccccc3n(CC(=O)Nc3ccc(C)cc3C)c2=O)cc1OC was read as AID inhibitor -3% and UDG counter -10%.
`FC(F)(F)c1ccc(CNCc2ccco2)cc1` gave AID inhibitor 6% and UDG counter 2%.
For CCCC(C)NC(=O)Nc1cc(C(=O)NC)ccc1C (configuration not stated) the results were AID inhibitor 4% and UDG counter -1%.
For COc1ccc(-c2cc(C(=O)OC(C)C(=O)c3ccccc3)c3cccc(Cl)c3n2)cc1 (configuration not stated) the results were AID inhibitor 9% and UDG counter 1%.
`COC(=O)c1ccccc1NC(=O)CSc1nnc2cc(C)c3cc(C)cc(C)c3n12` gave AID inhibitor inconclusive and UDG counter -3%.
`Cc1ccccc1Cn1c2ccccc2c2cnn(CC(=O)NC(C)CCc3ccccc3)c(=O)c21` (configuration not stated) gave AID inhibitor 3% and UDG counter -16%[57.5 µM].
`O=C1Nc2ccccc2CCC1n1nc(-c2ccc(Br)cc2)ccc1=O` (configuration not stated) gave AID inhibitor -19% and UDG counter -8%.
For CCOc1ccc(-c2nc(CNC(=O)NC3CCCC3)c(C)o2)cc1 the results were AID inhibitor 3% and UDG counter 8%.
`CCn1c(=O)c2sccc2n2c(CCCC(=O)Nc3ccc(Oc4ccccc4)cc3)nnc12` gave AID inhibitor -24% and UDG counter 6%.
For COc1ccc(S(=O)(=O)c2c(SC)nn(CC(=O)Nc3cccc(C)c3C)c2N)cc1 the results were AID inhibitor -28% and UDG counter -29%.
Screening O=C(/C=C/c1ccc([N+](=O)[O-])cc1)OCC(=O)C12CC3CC(CC(C3)C1)C2 returned AID inhibitor -3% and UDG counter 0%.
For Cc1cc(Br)ccc1NC(=O)c1ccc2c(Cl)c3c(nc2c1)CCCC3 the results were AID inhibitor -5% and UDG counter -1%.

Pulled by compound from the list above, 5 records:
`CCn1c(=O)c2sccc2n2c(CCCC(=O)Nc3ccc(Oc4ccccc4)cc3)nnc12` gave AID inhibitor -24% and UDG counter 6%.
CCC1CCCCN1CCCNC(=O)c1c(O)nc2cc(C)ccn2c1=O (configuration not stated) was read as AID inhibitor 9% and UDG counter -1%.
Screening O=C(/C=C/c1ccc([N+](=O)[O-])cc1)OCC(=O)C12CC3CC(CC(C3)C1)C2 returned AID inhibitor -3% and UDG counter 0%.
`O=C1Nc2ccccc2CCC1n1nc(-c2ccc(Br)cc2)ccc1=O` (configuration not stated) gave AID inhibitor -19% and UDG counter -8%.
CCCCCNC(=O)CCCC(=O)NCCCCC was read as AID inhibitor -3% and UDG counter 1%.

Continued:
For COc1ccc(C2C=C(c3ccccc3)Nc3nc(NC(=O)/C=C/c4ccccc4Cl)nn32)cc1 (configuration not stated) the results were AID inhibitor -15% and UDG counter 12%.
For COc1ccc(CCn2c(=O)c3cccnc3n(CC(=O)Nc3cccc(C)c3)c2=O)cc1OC the results were AID inhibitor 17% and UDG counter 9%.
`Cc1cc(C)c(CNCC(O)c2ccccc2)c(C)c1` (configuration not stated) gave AID inhibitor -13% and UDG counter -11%.
`O=C(NCCc1ccccc1)c1cnc2sc(N3CCCC3)nn2c1=O` gave AID inhibitor inconclusive and UDG counter -5%.
`COc1ccc(NC(=O)CCc2c(C)c3ccc(OC)cc3oc2=O)cc1` gave AID inhibitor -1% and UDG counter 7%.
For CCCCCOc1c(Cl)cc(C(=O)N(Cc2ccc(C)o2)C2CCS(=O)(=O)C2)cc1Cl (configuration not stated) the results were AID inhibitor inconclusive and UDG counter inconclusive.
CC(=O)c1ccc(NC(=O)CN(Cc2ccc3c(c2)OCO3)C2CCCC2)cc1 was read as AID inhibitor -13% and UDG counter -9%.
`CCc1cccc(NC(=O)CSc2ncc3c(n2)-c2ccc(Cl)cc2N(Cc2ccccc2)S3(=O)=O)c1` gave AID inhibitor 41%[activator] and UDG counter 8%.
O=C(CSc1nc2ccccc2c(=O)n1CCCN1CCOCC1)c1ccc2ccccc2c1 was read as AID inhibitor -20% and UDG counter -4%.
`Cc1cc(NC(=O)c2cc(-c3ccc(F)cc3)on2)nn1Cc1ccc(Cl)cc1` gave AID inhibitor 3% and UDG counter -7%.
For CCCCNc1nc(-c2ccc(NS(C)(=O)=O)cc2)cs1 the results were AID inhibitor -1% and UDG counter 6%.
`O=c1oc2ccc(F)cc2cc1-c1nc(-c2cccs2)no1` gave AID inhibitor 7%&2% and UDG counter 4%&9%.
Screening COc1ccc(CNC(=O)c2c(Nc3ccccc3C)sc(C(=O)c3ccccc3)c2N)cc1 returned AID inhibitor 236%[activator] and UDG counter -17%.
`O=C(NCCc1ccc(Cl)cc1)C(=O)NCC(c1cccs1)S(=O)(=O)c1ccccc1` (configuration not stated) gave AID inhibitor 3% and UDG counter -10%.
Screening CC(C)/C=N/NC(=O)c1ccc[n+]([O-])c1 returned AID inhibitor 5% and UDG counter 0%.

Next part; it opens with the 2 that closed the last part.
`O=C(NCCc1ccc(Cl)cc1)C(=O)NCC(c1cccs1)S(=O)(=O)c1ccccc1` (configuration not stated) gave AID inhibitor 3% and UDG counter -10%.
Screening CC(C)/C=N/NC(=O)c1ccc[n+]([O-])c1 returned AID inhibitor 5% and UDG counter 0%.
`CCCOC(=O)c1[nH]c2c(c1C)C(=O)CCC2` gave AID inhibitor -1% and UDG counter 6%.
O=C(O)CCCC(=O)Nc1cccc(C(=O)N2CCCCC2)c1 was read as AID inhibitor 8% and UDG counter 0%.
Screening CCOC(=O)c1c(NC(=O)c2cc(-c3ccc(OC)c(OC)c3)on2)sc2c1CCCC2 returned AID inhibitor 7% and UDG counter 34%[activator].
COc1ccc(C)cc1NC(=O)COc1cc(=O)n(C)c2ccccc12 was read as AID inhibitor 7% and UDG counter 5%.
For Cc1ccc(C(=O)N(c2ccc(C)cc2)S(=O)(=O)c2ccc(Cl)cc2)cc1 the results were AID inhibitor 9% and UDG counter inconclusive.
`CCOC(=O)c1ccc(NC(=O)CSc2nnc(-c3ccccc3C)n2Cc2ccco2)cc1` gave AID inhibitor -18% and UDG counter -1%.
For Cc1ccccc1C(=O)Nc1nnc(S(=O)(=O)N(C)c2ccc(Cl)cc2)s1 the results were AID inhibitor -9% and UDG counter 2%.
`CCCCCc1ccc(-c2ccc(C3CCC(CCC)CC3)cc2)nc1` (configuration not stated) gave AID inhibitor -3% and UDG counter -5%.
`COC(=O)c1cc(Cc2ccccc2)ccc1O` gave AID inhibitor 12% and UDG counter 11%.
`O=C(Nc1ccccc1F)C1CCN(c2nc3ccccc3o2)CC1` gave AID inhibitor -2% and UDG counter 1%.
COc1ccc(C(=O)COC(=O)c2ccc3c(c2)OCO3)c(OC)c1 was read as AID inhibitor -1% and UDG counter 5%.
`CC(C)=CCOc1ccc2c(-c3cc4ccccc4oc3=O)cc(=O)oc2c1` gave AID inhibitor -14% and UDG counter -9%.
O=Cc1cc(Br)cc(Cl)c1O was read as AID inhibitor -26% and UDG counter 4%.
For CC(C)NC(=O)c1cc(-c2ccc(Cl)cc2)nc2ccccc12 the results were AID inhibitor 0% and UDG counter -7%.
Screening CCn1nnc2cc(C(=O)Nc3nc(-c4ccc5c(c4)CCC5)cs3)ccc21 returned AID inhibitor 11% and UDG counter -2%.
`CCOC(=O)N1CCc2c(sc3c2c(=O)n(CCc2ccccc2)c(=O)n3Cc2ccc(F)cc2)C1` gave AID inhibitor inconclusive and UDG counter -13%[57.5 µM].
Screening CC(=O)Nc1nonc1-c1nnc(SCC(=O)Nc2cccc(C)c2C)n1-c1ccccc1 returned AID inhibitor -1% and UDG counter 8%.
Screening CCc1ccc2oc(C(=O)Nc3ccccc3C)cc(=O)c2c1 returned AID inhibitor 0% and UDG counter 1%.
For O=C(CSc1ccc2ccccc2c1)Nc1ccc2c(c1)OCCO2 the results were AID inhibitor 47%[activator] and UDG counter -6%.
`Cc1cccc2c(=O)c(-c3ccc4c(c3)OCO4)c(NC(=O)CC(C)C)oc12` gave AID inhibitor 3% and UDG counter -1%.
`COc1ccc(C(=O)OCC(=O)Nc2cc(OC)ccc2OC)c(C)c1` gave AID inhibitor -13% and UDG counter 4%.
For Cc1ccc2c(c1)C(O)(CC(=O)c1ccccn1)C(=O)N2 (configuration not stated) the results were AID inhibitor -2% and UDG counter -2%.
`COCCCNc1oc(-c2ccc(F)cc2)nc1C#N` gave AID inhibitor -2% and UDG counter 5%.
For O=C(Nc1cccnc1)c1cc(-c2cccc(Cl)c2)on1 the results were AID inhibitor -11% and UDG counter -24%.

Three entries already listed, sorted by length of the SMILES, lowest first:
`CCCOC(=O)c1[nH]c2c(c1C)C(=O)CCC2` gave AID inhibitor -1% and UDG counter 6%.
Screening CC(C)/C=N/NC(=O)c1ccc[n+]([O-])c1 returned AID inhibitor 5% and UDG counter 0%.
`O=C(Nc1ccccc1F)C1CCN(c2nc3ccccc3o2)CC1` gave AID inhibitor -2% and UDG counter 1%.

High-throughput results deposited in PubChem BioAssay by National Center for Advancing Translational Sciences (NCATS).

An excerpt, so the mix of outcomes need not match the whole.
